NCI-60 one-dose screen, 48 h, at 10 µM unless noted. Numbers give growth in % (100 = growth as untreated, 0 = no growth, -100 = all killed).
A549/ATCC = A549/ATCC NSCLC. 81,000 compounds, 3.7% hits
CCRF-CEM = CCRF-CEM leukemia. 77,000 compounds, 7% hits. AID 1794778
EKVX = EKVX NSCLC | 71,000 compounds, 3% hits | AID 1794765
M14 = M14 melanoma. 80,000 compounds, 6.2% hits
RPMI-8226 = RPMI-8226 leukemia cells; 77,000 compounds, 7.5% hits; AID 1794781
MOLT-4 = MOLT-4 leukemia cells; AID 1794779; 80,000 compounds, 6.9% hits
HOP-62 = HOP-62 NSCLC; 80,000 compounds, 3.9% hits
HOP-92 = HOP-92 NSCLC cells; 71,000 compounds, 6.3% hits
* hit, by the source's call; nt = not tested or not shown; & = joins results of further samples; [ ] = another dose, or the depositor's remark. How the source made its calls: active means growth percent below 10; inactive means the rest.

structure	M14	HOP-62	A549/ATCC	HOP-92	CCRF-CEM	EKVX	RPMI-8226	MOLT-4
COc1ccc(-n2c(/C=C3\C(=O)Nc4ccccc43)ccc2COCC2CO2)cc1 (configuration not stated)	nt	107	104	116	78	109	104	84
Cc1nn(-c2ccccc2)c(-n2ccnc2)c1/C=N/Nc1nc(-c2ccc(Br)cc2)cs1	76	99	55	41	66	47	nt	50
CC1=C(C(=O)O)N2C(=O)[C@@H](NC(=O)C(N)c3ccccc3)[C@H]2SC1 (some centres not stated)	99	109	100	nt	nt	95	nt	101
C=CS(=O)(=O)c1ccccc1	108	101	91	110	100	105	109	101
CCOCCC(CC)CC(C)C (configuration not stated)	94	118	92	96	102	105	101	104
CN(C)C(=O)C(=O)C1C=Cc2ccccc21 (configuration not stated)	95	112	99	63	105	98	89	106
O=C1c2ccccc2C(=O)N1CO	103&111&101	101&105&87	110&96&98	86&95&96	93&101&92	110&100&94	93&101	104&96&96
c1ccc2[nH]ncc2c1	96&104	105&105	98&97	135&92	94&99	105&103	112&100	109&100
CN(C)c1ccc2cc3c(cc2c1)Oc1ccccc1N3.[Cl][Zn][Cl]	102	105	92	99	31	90	49	25
O=c1c(-c2nc3ccccc3[nH]2)cc2ccccc2n1Cc1cn(Cc2cccc(Cl)c2)nn1	102	91	93	100	96	90	91	88
O=[N+]([O-])c1ccccc1CCc1ccccc1[N+](=O)[O-]	102	103	87	85	99	78	nt	102
C=CCN1C(=O)CS/C1=N\Nc1cc(=O)[nH]c2ccc(C)cc12	101	101	99	99	98	96	102	104
N#Cc1c(-c2ccccc2F)cc(-c2cccnc2)[nH]c1=O	106	105	109	102	104	106	105	nt
Cn1cc(-c2nc3c(F)cc4[nH]ncc4c3c3c2CCCC3)c(C(F)F)n1	53	57	58	8.1*	4.6*	54	28	7.3*
Cc1cc(=O)c2ccccc2[nH]1	103	98	101	nt	95	118	99	46
CN(C)c1ccc(-c2cc(-c3ccc(Cl)cc3)nc3nc4ccccc4n23)cc1	102	109	85	100	84	92	81	93
COc1ccc2nccc(Cl)c2c1	107	98	92	99	109	101	110	106
CN(C)S(=O)(=O)N1C(=O)c2ccccc2C1=O	107	98	103	102	93	99	91	96
CCN(CC)c1cccc(OC(=O)Nc2ccc(OC)cc2)c1	98	90	103	41	80	108	92	108
N#Cc1cccc(-c2nc(N)nc(Nc3ccccc3SSc3ccccc3Nc3nc(N)nc(-c4cccc(C#N)c4)n3)n2)c1	105	62	76	97	nt	59	74	58
O=C(/C=C/c1ccco1)N1CCOCC1	109	109	114	127	91	103	111	87
C=C(C=O)[C@@H]1CC[C@]2(C)[C@H](C(=O)C=C3[C@H]4C[C@](C)(C(=O)OC)CC[C@]4(C)CC[C@]32C)[C@@]1(C)CCC#N	nt	41	104	-35*	10	48	-17*	0.1*
N#CCCN1CCC(N)=NC1=NC#N	99	98	98	82	nt	nt	102	98
O=C1OC(C(O)C(O)C(O)CO)C(O)C1O (configuration not stated)	100	103	97	95	92	nt	102	102
C=CCOC(CCl)CCl	98	105	103	105	nt	nt	100	98

Additional records
structure	M14	HOP-62	A549/ATCC	HOP-92	CCRF-CEM	EKVX	RPMI-8226	MOLT-4
COc1ccc(/C=C2\Oc3cc(C)c(Cl)c(C)c3C2=O)cc1	95	79	90	92	102	80	nt	nt
COc1ccc2oc(=O)cc(-c3cc(-c4ccccc4)nc(N)c3C#N)c2c1	95	92	96	83	105	97	91	93
Cc1cnc(C2OCCO2)c2cccc(N)c12	102	106	104	99	98	nt	99	96
O=C1Nc2ccc(F)cc2/C1=C/c1ccc(OCc2ccc(Br)cc2F)cc1	80	58	65	78	63	56	58	49
CCN(CC)CCCNc1nccc2ccc(OC)cc12	102	84	107	nt	120	92	100	109
CC(C)CC(NC(=O)C(O)C(N)Cc1ccccc1)C(=O)O (configuration not stated)	98	94	108	nt	84	97	88	95
O=C1/C(=C/c2ccc(O)c(O)c2)SC(=S)N1Cc1ccco1	79	79	86	45	25	71	34	48
COc1ccc(N=Nc2c(N)nn3c(-c4ccc(OC)c(OC)c4)c4c(N)c5c(nc4nc23)CCCC5)cc1	95	101	101	87	99	96	98	98
O=S(=O)(Oc1ccc(Cl)cc1Cl)c1ccccc1	100	90	95	78	103	91	91	89
C=C(C)Cc1cc2c(cc1O)OCO2	87	86	76	99	115	95	117	115
CC(=O)N(C)C1CCc2c(sc(NC(=O)c3ccc(C(C)(C)C)cc3)c2C(N)=O)C1 (configuration not stated)	76	35	40	nt	69	76	81	75
Cc1ccc2nc(-c3ccc(-c4nnc(SCC(=O)Nc5ccc(C(=O)/C=C/c6ccc(Cl)cc6)cc5)o4)cc3)[nH]c2c1	nt	108	103	114	103	101	111	98
O=C1CC(C(F)(F)F)Cc2nc3ccc(F)cc3cc21 (configuration not stated)	101	95	99	98	101	100	103	102
CC(=O)O[C@H]1C[C@@]2(C)[C@@H](C[C@@H](O)[C@H]3[C@@]4(C)CC[C@H](NCCCNCCCCN)[C@@H](C)[C@@H]4CC[C@@]32C)/C1=C(\CCC=C(C)C)C(=O)O	95	95	106	94	107	99	100	99
COc1ccc(-c2ccc(NC(=O)Nc3ccccc3)c(C)n2)cc1OC	100	91	76	82	97	106	86	79
CCOC(=O)C1=C(C)NC(SCc2nc(C)c(C)nc2C)N=C1c1ccc(F)cc1 (configuration not stated)	97	103	106	98	94	97	88	89
Cc1ccc2c(n1)C(=O)C(Br)=C(CC(C)C)C2=O	102	97	91	80	24	104	53	19
Brc1ccc(-c2nnc(N3c4ccccc4C=Cc4ccccc43)o2)cc1	91	77	70	67	63	72	83	64
Cc1[nH]c(=O)[nH]c(=O)c1[N+](=O)[O-]	97	111	113	116	118	115	103	83
CCOC(=O)c1cc2c(n1Cc1cc(OC)cc(OC)c1)-c1oncc1CCC2	25	50	27	57	9.2*	nt	20	18
CCSc1nnc2c3cc(Cl)ccc3n(C)c2n1	91	83	108	nt	97	nt	94	91
CCC(Cc1ccccc1)OC(=O)c1ccccc1C(=O)O (configuration not stated)	104&106	104&87	98&109	102	112&99	98&109	116&103	103&85
COc1ccc(C2CC(c3ccc(Nc4nc(Nc5ccc(F)cc5)nc(Nc5ccc(Cl)cc5)n4)cc3)=NN2C(C)=O)cc1 (configuration not stated)	104	110	90	83	124	109	91	93
Cc1nc(N2CCCCC2)[nH]c(=O)c1CN(C)N=O	104	107	109	111	108	nt	118	101
Nc1ccc(-c2ccc(S(=O)(=O)O)cc2)cc1	100	97	86	84	93	101	99	93

Remaining list, next part
structure	M14	HOP-62	A549/ATCC	HOP-92	CCRF-CEM	EKVX	RPMI-8226	MOLT-4
S=c1oc(-c2cc(Cl)cc(Cl)c2Cl)nn1CNc1ccc(Cl)nn1	107	90	103	97	84	98	133	103
Cc1c(/C=N/NC(N)=S)c(=O)n(-c2ccccc2)n1C	103	77	89	91	101	99	103	111
N#Cc1c(-c2ccccc2)[nH]c(-c2ccccc2)c1NS(=O)(=O)c1ccc(N)cc1	106	106	nt	77	61	91	nt	88
C#CC[C@@H]1C[C@]2(C)[C@H]3CC=C4[C@H]5[C@@H](C)[C@H](C)CC[C@]5(C(=O)NCCCCCCCCN)CC[C@@]4(C)[C@]3(C)CC[C@H]2C(C)(C)[C@H]1OC(C)=O	29	104	46	53	-35*	95	-46*	-20*
CCNc1nc(N2CC(=O)Nc3cc(OC)ccc32)c2ccccc2n1	7.3*	25	20	-2.6*	27	13	27	25
CCCCCc1ccc(C(=O)N2CCN(C)CC2)cc1	nt	116	98	108	104	106	nt	96
CCN(CC)Cc1ccc(CNc2cc(OC)nc3nc(C)nn23)cc1	104	100	95	101	94	104	97	100
C=CC[P+](CC=C)(CC=C)c1ccccc1	104	101	98	nt	nt	nt	nt	100
NC(CCSCc1ccccc1)C(=O)O (configuration not stated)	100	101	106	91	88	104	101	107
COc1cc(/C=C/C(=N/O)c2ccc(N)cc2)cc(OC)c1OC	91	84	73	77	95	101	96	96
O=C1/C(=C/c2ccco2)CC/C1=C\c1ccco1	93	102	94	88	106	107	108	101
OC(c1cccc(C(F)(F)F)c1)c1cnccc1NC1CCCCCC1 (configuration not stated)	-22*	74	54	5.3*	30	57	-30*	23
COc1ccc(Oc2ccc(/C=N/NC(=O)CSc3nc4ccccc4c(=O)n3-c3ccc(Cl)cc3)cc2)cc1	nt	73	47	77	64	69	85	62
COc1ccc(C2N=C(SCC(=O)Nc3ccc(S(=O)(=O)NC(C)=O)cc3)NC(C)=C2C(C)=O)cc1 (configuration not stated)	108	104	100	132	97	103	99	107
Nc1ccc(C2NNC(=O)Cc3cc4c(cc32)OCO4)cc1 (configuration not stated)	101	112	109	107	nt	106	116	97
O=c1c2cc(F)ccc2nc2n1CCO2	106	110	96	105	103	nt	103	105
O=c1nc(NCc2ccccc2Cl)sc2ccccc12	110	103	92	101	94	101	82	93
CC(C)c1oc2ccccc2c1C(=O)c1cc(I)c(O)c(I)c1	90	99	101	73	95	102	97	119
O=C1NC(=O)C(c2ccccc2)(c2ccccc2)N1CN1C=CN(c2cc3ccccc3oc2=O)N1	98	77	91	77	92	79	86	91
CCn1c(=O)c2[nH]c(Cl)nc2n(CC)c1=O	105	113	101	91	73	nt	89	59
O=C(O)CCC(=O)NCC1CCCC(CNC(=O)CCC(=O)O)C1 (configuration not stated)	107	104	95	102	99	nt	105	111
CCCCCCC(C)N1C(=O)c2ccccc2C1=O (configuration not stated)	95	99	106	106	126	99	116	110
CC1=CC(=C(c2cc(C)c(O)c(C(=O)O)c2)c2cc(C)c(O)c(C(=O)O)c2)C=C(C(=O)O)C1=O	106	107	93	103	114	106	102	94
Cc1ccc(C(=O)N2Cc3ccccc3CC2C(N)=O)c(C)c1 (configuration not stated)	105[50 µM]	100[50 µM]	95[50 µM]	103[50 µM]	95[50 µM]	94[50 µM]	96[50 µM]	102[50 µM]
Oc1cccc(-c2nc(-c3nn(CN4CCNCC4)c(=S)o3)cc3c2[nH]c2ccccc23)c1	93	94	103	109	106	100	99	97

Later entries:
structure	M14	HOP-62	A549/ATCC	HOP-92	CCRF-CEM	EKVX	RPMI-8226	MOLT-4
Cc1ccc(S(=O)(=O)N2CCCC3OCCCC3=C2C2=CCCCC2)cc1 (configuration not stated)	95	98	92	86	96	85	nt	93
Cc1cc2nc(SCC(=O)O)[nH]c2cc1C	91	97	102	101	100	95	110	93
O=C(c1ccccc1)C(c1ccccc1)N1CCOCC1 (configuration not stated)	100	95	90	103	91	99	101	94
O=C(C1CCCCC1C(=O)N1CCCCC1)N1CCCCC1 (configuration not stated)	111	101	91	119	102	96	98	111
CCCCCCCCCCCC(=O)Nc1ccc(SSc2ccc(NC(=O)CCCCCCCCCCC)cc2)cc1	100	99	109	nt	101	nt	108	103
Cc1cc(C(=O)O)c(C)cc1C(=O)O	101	93	103	nt	101	122	102	88
O=C1C=CC(=Nc2ccc(F)cc2)O1	99	99	104	nt	93	122	96	88
COc1ccc(/C=C2/C3=C([C@@H](c4ccc(OC)cc4OC)C(C#N)=C(N)O3)[C@H]3CCC2N3C)c(OC)c1	78	80	81	61	84	78	51	nt
CCCCCCC1(C)NCCO1 (configuration not stated)	104	105	99	102	90	112	101	104
CSc1nc2nc3c(nc2c(=O)n1C)C(=O)c1ccccc1-3	114	86	99	66	nt	nt	97	103
CCCCCC(C)CO (configuration not stated)	104	nt	96	104	108	100	115	109
Cc1cc(C)c2c(n1)sc1c(Nc3[nH]nc4ncccc34)ncnc12	98	98	97	nt	82	nt	94	101
C=CCN1C(=O)c2cccc3c(Nc4ccc(Br)cn4)ccc(c23)C1=O	97	99	99	57	83	81	78	72
Cc1[nH]c(C(=O)Nc2ccc(S(=O)(=O)N3CCCCC3)cc2OCCOCCOCCOCCOCCOCCOCCOCCOCCOc2cc(S(=O)(=O)N3CCCCC3)ccc2NC(=O)c2[nH]c(C)c3c2CCCCC3=O)c2c1C(=O)CCCC2	14	12	24	17	38	44	11	12
CN(C)c1ccc2c(N(C)C)cc(N(C)C)nc2c1	82	82	98	70	nt	76	70	80
OC1COC(O)(CNCCc2c[nH]c3ccc(OCc4ccccc4)cc23)C(O)C1O (configuration not stated)	101	104	107	79	81	97	88	91
COc1ccc(-c2nc(SCc3cc(=O)oc4cc(C)ccc34)[nH]c(=O)c2C#N)cc1	107	97	99	99	101	100	104	110
CSc1nn2c(=O)c3c4c(sc3nc2n1-c1ccc(Cl)cc1)CN(C)CC4	96	nt	77	nt	nt	90	nt	99

Assay outcomes deposited in PubChem by NCI.
